# NTR1 ag – agonists of NTR1, primary screen, imaging, U2OS cells, beta-arrestin-GFP, high content (AID 493036). NTR1-U2OS beta-arrestin-GFP spot imaging, agonist mode. activation, % at 20 µM. 330,000 compounds, 0.17% hits;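 active means activation at or above 40% of the spot to cytoplasm intensity ratio, with at least 20 cells analyzed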;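 further: 0% = DMSO without peptide and 100% = 100 nM NTR1 peptide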
# Target sequence (P30989 whole entry, looked up): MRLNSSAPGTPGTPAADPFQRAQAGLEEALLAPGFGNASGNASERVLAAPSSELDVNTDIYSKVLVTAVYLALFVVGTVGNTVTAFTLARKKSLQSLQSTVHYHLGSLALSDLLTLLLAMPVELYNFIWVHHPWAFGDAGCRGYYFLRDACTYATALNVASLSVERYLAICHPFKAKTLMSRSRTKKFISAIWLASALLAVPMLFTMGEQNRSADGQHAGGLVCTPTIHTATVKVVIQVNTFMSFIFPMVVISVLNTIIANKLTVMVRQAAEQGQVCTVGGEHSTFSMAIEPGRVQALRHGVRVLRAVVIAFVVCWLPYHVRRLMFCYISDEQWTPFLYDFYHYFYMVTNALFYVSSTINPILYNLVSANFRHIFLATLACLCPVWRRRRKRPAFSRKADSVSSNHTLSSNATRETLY
# HEK293 NOD2/NF-kB – NOD2 signaling inhibitors, cell-based, luminescence, uHTS, HEK293 (AID 1566). HEK293 NOD2/NF-kB luciferase reporter, luminescence; higher % means a stronger effect. inhibition, % at 4 µM; hits with a dose series show EC50 in µM. 290,000 compounds, 0.63% hits; further: many of its hits are not listed in these tables
# NOD1 inhibition – NOD1 signaling inhibitors, primary screen, cell-based, luminescence, uHTS (AID 1578). NOD1-driven NF-kB luciferase reporter cells, luminescence; higher % means a stronger effect. one-dose inhibition, % at 4 µM; EC50 in µM for titrated hits. 290,000 compounds, 1% hits; in the data active means inhibition mostly above about 36%, no sharp cut-off; inactive means mostly below about 34%;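 further: HEK-293T reporter cells stimulated with the NOD1 agonist gamma-tri-DAP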
# Yfh1-depleted yeast – enhancers of respiration in Yfh1-depleted yeast, dose response, Friedreich's ataxia, plus single-dose screen (AID 1465) | 220,000 compounds, 0.074% hits | S. cerevisiae Yfh1-off respiration, WST-1 reduction, 72 h; higher fold induction means a stronger effect | fold induction at 50 µM; hits with a dose series show EC50 in µM;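 active means fold induction of absorbance versus untreated yeast above a set limit, then at least 30% activation at any dose in follow-up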;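 further: activators that raise dye reduction in frataxin-depleted yeast; strong numbers were not always called active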
# GPR55 activation – GPR55 agonists via beta-arrestin recruitment, primary screen, imaging, U2OS cells, beta-arrestin-GFP redistribution (AID 1961); U2OS GPR55 beta-arrestin-GFP redistribution imaging; higher % means a stronger effect; activation, % at 10 µM, or EC50 in µM where a hit was titrated; 290,000 compounds, 0.048% hits;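 active means activation above 40% with more than 50 cells counted in the well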;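 further: U2OS osteosarcoma cells stably expressing GPR55 and beta-arrestin-GFP; plate controls were DMSO negative control for no effect and LPI positive control for full effect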
# KOR beta-arrestin-1 – KOR antagonists, beta-arrestin recruitment, cell-based, luminescence, uHTS (AID 1778); KOR beta-arrestin recruitment, luminescence, antagonist mode; higher % means a stronger effect; inhibition, % at 10 µM; hits with a dose series show IC50 in µM; 290,000 compounds, 0.091% hits; further: strong numbers were not always called active
# TNAP activators – human TNAP enzyme activators, primary screen, biochemical, luminescent, no phosphate acceptor, uHTS (AID 1001). activation fold at 20 µM, or EC50 in µM where a hit was titrated. purified TNAP, luminescent activation assay, no phosphate acceptor; higher activation fold means a stronger effect. Alkaline phosphatase, tissue-nonspecific isozyme (Homo sapiens). 200,000 compounds, 0.03% hits; in the data active means activation fold from about 3, or a potency from the dose series; inactive means the rest, 99 in 100 with activation fold below about 1.6; further: many of its hits are not listed in these tables
# CSM14.1 death rescue – rescue of cells from ER stress-induced death, primary screen, 384-well, CSM14.1, thapsigargin, ATP luminescence (AID 1222); CSM14.1 thapsigargin-induced death rescue, ATP luminescence; higher % means a stronger effect; cellular ATP content (survival), % at 20 µM; hits with a dose series show EC50 in µM; 190,000 tested, under 10 active;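 active means EC50 below 50 µM in the dose-response confirmation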;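 further: death triggered by thapsigargin at about 15 µM added after 2 h compound pretreatment; cell ATP read after overnight thapsigargin exposure of roughly 18 to 22 hours; normalized against plate controls of thapsigargin alone and 5% DMSO vehicle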
# KOR beta-arrestin-2 – KOR agonists, beta-arrestin recruitment, primary screen, cell-based, luminescence, uHTS (AID 1777) | Kappa-type opioid receptor (Homo sapiens) | KOR beta-arrestin recruitment, luminescence; higher % means a stronger effect | activation, % at 10 µM; hits with a dose series show EC50 in µM | 280,000 compounds, 0.02% hits; in the data active means activation above about 50%, passing the limit was not always enough; further: a part of the inactive calls stands beside numbers as strong as those of hits
# NTR1 ag cell count 20 µM – also measured in NTR1 ag; calls as there; cell count; measured here: cell count, cytotoxicity flag
# An asterisk follows results filed as active; i = inactive; / = not tested or not shown; [ ] = another dose, or the depositor's remark. Unless noted, no stated cut-off is given here; in the data, active means inhibition above about 50%; inactive means the rest.
# The line under a structure holds: NTR1 ag	NTR1 ag cell count 20 µM	HEK293 NOD2/NF-kB	NOD1 inhibition	Yfh1-depleted yeast	GPR55 activation	KOR beta-arrestin-1	TNAP activators	CSM14.1 death rescue	KOR beta-arrestin-2
- CCOc1ccc(NC(=O)CN2CCN(CC(=O)Nc3ccc(F)cc3)CC2)cc1
  -0.5	52	16%	18%	i	-0.1%	9%	1.1	-1.2%	0.8%
- Cc1ccc(Cn2ccc(NC(=O)c3cc(-c4ccc5c(c4)OCO5)on3)n2)cc1
  /	/	10%	6%	i	0.2%	-32%	1.2	-1.5%	-0.7%
- CC1=NN(c2ccccc2)C(=O)/C1=C/c1cn(C)c2ccccc12
  8.2	50	17%	7%	i	-0.2%	22%	/	/	-0.4%
- Cc1ccccc1NS(=O)(=O)c1ccc2[nH]cc(C(=O)NCCCN3CCOCC3)c(=O)c2c1
  0.0	28	12%	-2%	i	0.0%	-7%	1.1	0.0%	-1.5%
- Cc1c(NC(=O)CN2CCN(c3ccccc3)CC2)c(=O)n(-c2ccccc2)n1C
  -1.2	42	12%	2%	i	-0.1%	15%	1	-0.7%	1.2%
- OCCC1CN(Cc2cnc(-c3cccc4ccccc34)nc2)CCN1C1CCCCC1 (configuration not stated)
  0.7	59	-32%	-48%	i	0.3%	-16%	1	-1.8%	3.5%
- O=C(Nc1ccc(F)cc1)NC1(C(=O)NCc2cccs2)CCCCC1
  0.3	44	17%	16%	i	-0.3%	16%	1.2	0.5%	-2.3%
- Clc1ccc2c(N/N=C/c3ccccc3Br)ccnc2c1
  13	66	-6%	18%	i	-0.1%	35%	0.9	-1.2%	4.0%
- Cc1cc(C)c(S(=O)(=O)N2CCN(C(=O)C(C)Cn3nc(C)nc3C)CC2)c(C)c1 (configuration not stated)
  0.2	44	6%	-34%	/	-0.1%	-27%	/	/	4.1%
- COc1ccc(C(=O)Nc2ccc(S(=O)(=O)Nc3nccc(C)n3)cc2)cc1OC
  -0.2	83	-10%	7%	i	-0.1%	-55%	1.1	-2.1%	2.7%
- CC(=O)Nc1ccc(C(=O)OCC(=O)Nc2ccc([N+](=O)[O-])cc2C(F)(F)F)cc1
  1.6	68	17%	16%	i	-0.3%	33%	1	-0.3%	1.7%
- COc1ccc(C(=O)C2CCCN(Cc3ccc4nonc4c3)C2)cc1OC (configuration not stated)
  3.9	62	-10%	-4%	i	-0.2%	8%	1.1	-1.0%	/
- Cc1ccc(Cl)cc1N1CCN(C(=O)C2CCN(S(=O)(=O)c3cnc[nH]3)CC2)CC1
  0.5	66	7%	-10%	i	0.2%	-39%	1.1	-1.8%	1.2%
- CC(=O)c1nn(-c2cccc(Br)c2)cc1C(=O)c1ccc(Br)cc1
  -0.2	75	2%	-41%	i	-0.2%	-168%	1.1	-2.7%	3.7%
- Cc1cccc(-c2nnc(SCc3cc(=O)[nH]c4ccccc34)n2C)c1
  -1.3	64	15%	-6%	i	-0.1%	9%	1.1	1.0%	1.9%
- CNc1ccc(C(=O)N2CCN(S(=O)(=O)c3ccc4c(c3)OCCCO4)CC2)cc1[N+](=O)[O-]
  2.7	57	1%	-28%	/	-0.1%	8%	/	/	-4.9%
- CC(=O)Nc1ccc(-c2sc(Nc3ccccc3)n[n+]2C)cc1
  -1.1	94	15%	-12%	/	-0.2%	-21%[20 µM]	/	/	-0.8%
- Cc1cc(C)cc(C(=O)Nc2nc3ccccc3[nH]2)c1
  0.3	47	-32%	-76%	/	0.7%	-5%	/	/	0.0%
- COc1ccc(-c2csc(NC(=O)C3CC(=O)N(Cc4ccccc4)C3)n2)cc1OC (configuration not stated)
  8.9	66	24%	-9%	/	-0.1%	0%	/	/	1.5%
- CCN(c1ccccc1)S(=O)(=O)c1ccc(F)cc1C
  0.9	49	6%	-2%	i	-0.2%	18%	1.1	/	-2.6%
- COCCn1nnnc1C(c1ccccn1)N1CCN(c2cc(C)ccc2C)CC1 (configuration not stated)
  1.2	69	-11%	-13%	i	0.0%	24%	1.1	-0.6%	/
- COc1ccc(Oc2coc3c(CN4CCOCC4)c(O)ccc3c2=O)cc1
  1.4	106	11%	-4%	i	-0.1%	16%	1.1	-0.5%	2.5%
- COc1ccc(-c2nc3c4ccccc4ccn3c2CN2CCOCC2)cc1OC
  1.8	57	-56%	-7%	i	0.2%	33%	/	/	4.3%
- CC(NC(=S)Nc1c(Cl)cccc1OC(F)F)C(C)(C)C (configuration not stated)
  -0.7	64	2%	5%	i	-0.1%	11%	1	-1.9%	0.3%
- CCOc1ccc(Nc2nc(N)c([N+](=O)[O-])c(N3CCN(CC)CC3)n2)cc1
  -1.1	51	-10%	-11%	/	0.6%	9%	/	/	-4.3%
- CCn1c(SCC(=O)Nc2cc(C)on2)nnc1-c1cccc(C)c1
  0.8	58	-9%	-49%	/	0.3%	7%	/	/	-0.4%
- O=C(CN(C(=O)c1csnn1)c1ccccc1F)NCc1ccccc1
  0.8	42	11%	-14%	/	-0.1%	-9%	/	/	-0.9%
- Cc1cnc(NC(=O)c2nn(C)cc2[N+](=O)[O-])s1
  1.6	94	30%	25%	i	1.2%	-18%[20 µM]	1	-1.6%	-5.4%
- N#Cc1c(-c2ccccc2)c(-c2ccccc2)n[nH]c1=O
  -0.1	71	-58%	-1%	/	0.6%	2%	/	/	1.2%
- C=CCN1C=C2C(=O)C(C)(OC(=O)CCc3ccccc3)C(=O)C=C2C=C1c1ccc(C#N)cc1 (configuration not stated)
  2.7	98	13%	0%	i	-0.1%	29%	/	/	-2.0%

# Individual results from the entries so far.
# KOR beta-arrestin-2 result of CCOc1ccc(Nc2nc(N)c([N+](=O)[O-])c(N3CCN(CC)CC3)n2)cc1 = -4.3%
# NTR1 ag cell count 20 µM result of COc1ccc(-c2nc3c4ccccc4ccn3c2CN2CCOCC2)cc1OC = 57

# Further structures:
# The line under a structure holds: NTR1 ag	NTR1 ag cell count 20 µM	HEK293 NOD2/NF-kB	NOD1 inhibition	Yfh1-depleted yeast	GPR55 activation	KOR beta-arrestin-1	TNAP activators	CSM14.1 death rescue	KOR beta-arrestin-2
- O=c1[nH]c(/C=C\c2cccc(C(F)(F)F)c2)nc(O)c1[N+](=O)[O-]
  3.0	47	-1%	-4%	/	-0.1%	-64%[20 µM]	/	/	3.1%
- Clc1cccc(Cl)c1CN1CCN(c2ncccn2)CC1
  2.8	65	-2%	-34%	/	-0.3%	-40%[20 µM]	/	/	1.2%
- COc1ccc(C(=O)Nc2ccc(CN3CCOCC3)cc2)cc1Br
  0.8	70	12%	-39%	/	0.3%	-6%[20 µM]	/	/	1.3%
- COc1ccc(NC2CCCN(C(=O)CCc3ccccc3F)C2)cc1 (configuration not stated)
  0.2	64	4%	-56%	/	0.1%	-9%	/	/	-3.4%
- N#Cc1ncc(Cl)c2ccccc12
  -0.4	53	-2%	5%	i	0.1%	-3%	/	/	-3.4%
- Cc1ccc(-c2c(C(=O)N/N=C/c3ccncc3)nnn2-c2nonc2N)cc1
  1.2	70	-6%	17%	/	-0.1%	-22%	/	/	-4.3%
- Cc1cccc(-c2oc3ccccc3c2C#CCCO)c1
  10	77	-4%	-12%	/	-0.1%	-43%[20 µM]	/	/	2.1%
- CN(C)C(=O)N1CCC(C(=O)N2CCCC(C(=O)c3cccc4ccccc34)C2)CC1 (configuration not stated)
  -0.2	71	4%	-30%	i	-0.3%	-26%	1	0.0%	-1.5%
- COc1ccc(OCC(=O)N/N=C/c2ccsc2)cc1
  0.1	47	5%	-17%	i	-0.2%	9%	1.1	-1.8%	0.8%
- CC(=O)c1ccc(OCCCC(=O)NC2CCCCC2C)cc1 (configuration not stated)
  0.2	36	-2%	-24%	/	-0.1%	-42%	/	/	1.9%
- CC1CCN(c2ncnc3ccccc23)CC1
  -0.4	94	37%	43%	i	-0.2%	14%	1.1	0.6%	-6.9%
- CC(Oc1ccccc1Cl)c1nnc(N)s1 (configuration not stated)
  1.5	60	3%	-13%	/	-0.1%	3%	1.1	-1.7%	0.3%
- CC(=O)N1CCN(c2ncnc3sc(-c4ccccc4)cc23)CC1
  -1.0	53	-10%	10%	i	-0.3%	-7%	1.1	2.0%	-1.0%
- CCCCOC(=O)c1ccc(OC(=O)c2cccnc2)cc1
  -1.2	77	-27%	-19%	i	0.3%	29%	1.1	1.3%	-5.8%
- CCOc1ccc(CN(C)C(=O)c2cccnc2OCC)cc1OC
  3.4	64	8%	-35%	i	-0.4%	0%	1	-1.0%	3.0%
- COCc1nnc(SCC(=O)NCc2ccccc2)n1-c1ccccc1
  0.1	37	4%	-20%	i	-0.2%	9%	1.1	-2.5%	26%
- CCOC(=O)C1=C(C)NC(=S)NC1c1ccc(OC(=O)c2ccco2)cc1 (configuration not stated)
  -1.8	82	6%	-22%	i	-0.3%	-3%	1	-6.6%	16%
- CCOC(=O)/C(C#N)=C1\C(=O)N(Cc2ccccc2)c2ccccc21
  0.4	51	3%	1%	i	-0.1%	-38%	/	/	5.2%
- O=C(CSc1nc(-c2ccccc2F)nc2nc[nH]c12)Nc1c(Cl)cc(Cl)cc1Cl
  1.7	65	-5%	-14%	i	0.1%	17%	1.1	11%	12%
- CCN(CC)S(=O)(=O)c1ccc(C(=O)N2CCN(C3=NS(=O)(=O)c4ccccc43)CC2)cc1
  -0.1	61	2%	-21%	/	-0.1%	-14%	/	/	0.9%
- COc1ccc(Nc2nc(C)cc(C)c2C#N)cc1OC
  0.4	65	-10%	-20%	i	-0.1%	37%	1.1	-1.5%	-10%
- COc1ccc(CCN2CCCC(CN(C)Cc3cc(Cl)c(O)c(OC)c3)C2)cc1 (configuration not stated)
  0.5	62	6%	-10%	/	0.3%	-60%[20 µM]	/	/	4.6%
- COc1cccc(-c2nnc3sc(-c4ccccc4)nn23)c1
  1.9	77	-8%	-27%	i	-0.2%	-60%	1.1	-2.0%	-0.4%
- Cc1ccc(-c2c(C(=O)N/N=C/C3CCCCC3)nnn2-c2nonc2N)cc1
  0.3	57	14%	-1%	/	-0.2%	-18%	/	/	-2.9%
- Cc1cc(NC(=O)CSc2nccn2-c2ccc([N+](=O)[O-])cc2)no1
  0.5	52	12%	-33%	i	-0.6%	-9%	1.1	-0.7%	1.2%
- O=C(Oc1cccc(C(=O)N2CCOCC2)c1)c1ccc(Br)cc1
  -0.3	68	9%	13%	i	0.2%	6%	1.1	-0.8%	1.5%
- COc1ccc(C(=O)OCC(=O)Nc2sccc2C(N)=O)cc1OC
  9.8	74	2%	0%	i	-0.3%	-37%	/	/	8.5%
- COc1ccc(CN2CCNC(=O)C2CC(=O)NC2CCCCCCC2)cc1OC (configuration not stated)
  0.1	69	2%	-24%	/	0.3%	11%	/	/	5.0%

# Only part of the results is shown. The share of hits here may be higher or lower than overall.
